Source: PubChem BioAssay (several laboratories)
ABHD5 PLIN5 PPI = inhibitors of human ABHD5-perilipin-5 interaction; Q00G26+Q8WTS1; Split G. princeps luciferase complementation, luminescence, 4 h; inhibition, % at 4 µM; 360,000 compounds, 0.78% hits; AID 602281;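 active means inhibition above the mean inhibition across every tested compound plus 3 SD, cut at about 22% in these data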;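 further: 0% = DMSO only wells and the 100% control is not disclosed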
LRH-1 inv ag = NR5A2 inverse agonism in reporter assay; 360,000 compounds, 0.13% hits; O00482; AID 602396; inhibition, % at 3.6 µM; HEK293T StAR-luciferase reporter, LRH-1 transfected, 24 h;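 active means inhibition above the mean inhibition of all tested compounds plus 3 SD, cut at about 73% in these data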;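 further: 0% = DMSO wells and 100% = reporter-only cells lacking LRH-1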
Target sequence (O00482 whole entry, looked up): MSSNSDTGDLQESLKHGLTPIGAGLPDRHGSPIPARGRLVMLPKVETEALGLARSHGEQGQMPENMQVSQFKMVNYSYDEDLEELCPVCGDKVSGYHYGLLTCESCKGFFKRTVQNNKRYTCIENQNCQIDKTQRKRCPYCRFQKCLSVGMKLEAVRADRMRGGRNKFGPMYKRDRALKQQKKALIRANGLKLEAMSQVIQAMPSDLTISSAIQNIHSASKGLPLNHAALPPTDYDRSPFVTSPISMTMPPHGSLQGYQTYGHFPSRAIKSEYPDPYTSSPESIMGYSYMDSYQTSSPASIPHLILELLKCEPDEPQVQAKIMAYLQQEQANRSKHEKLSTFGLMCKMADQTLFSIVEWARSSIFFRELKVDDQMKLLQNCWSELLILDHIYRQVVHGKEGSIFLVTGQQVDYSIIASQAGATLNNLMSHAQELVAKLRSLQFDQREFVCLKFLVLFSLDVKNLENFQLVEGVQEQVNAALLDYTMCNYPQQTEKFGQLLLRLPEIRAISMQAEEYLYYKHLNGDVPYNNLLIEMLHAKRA
NCOA2 inhibitor = inhibits human steroid receptor coactivator 2. Q15596. HEK293 GAL4-SRC2 luciferase reporter, luminescence. inhibition, % at 9 µM. 370,000 compounds, 0.17% hits. AID 651957;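 active means inhibition above the mean inhibition of all tested compounds plus 3 SD, set per campaign, cut at about 52% in these data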;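 further: 0% = DMSO treated cells and 100% = cells given Gossypol at 36 µM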
NOD2 RIPK2 PPI = blocks binding of human NOD2 to RIPK2; 360,000 compounds, 0.38% hits; O43353; CHO BLA complementation NOD2-RIPK2, CCF4 ratio; inhibition, % at 4.98 µM; in the data active means inhibition above about 21%;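 further: 0% = vehicle only and 100% = reference blocker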
Target sequence (O43353 whole entry, looked up): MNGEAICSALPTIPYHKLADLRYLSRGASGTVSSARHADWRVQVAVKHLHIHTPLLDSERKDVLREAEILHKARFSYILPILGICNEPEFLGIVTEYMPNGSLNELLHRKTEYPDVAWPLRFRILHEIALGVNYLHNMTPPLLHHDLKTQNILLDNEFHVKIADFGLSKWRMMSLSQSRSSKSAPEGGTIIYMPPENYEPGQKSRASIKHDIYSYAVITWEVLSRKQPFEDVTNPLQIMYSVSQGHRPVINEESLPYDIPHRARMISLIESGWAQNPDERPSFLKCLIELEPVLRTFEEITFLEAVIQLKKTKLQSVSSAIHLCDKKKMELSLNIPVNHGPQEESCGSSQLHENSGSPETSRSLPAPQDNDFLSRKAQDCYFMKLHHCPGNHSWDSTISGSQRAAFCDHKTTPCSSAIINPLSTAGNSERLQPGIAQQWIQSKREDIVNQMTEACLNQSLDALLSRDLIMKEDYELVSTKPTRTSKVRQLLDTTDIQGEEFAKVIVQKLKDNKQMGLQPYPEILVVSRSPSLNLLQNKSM
NCOA3 inh = human NCOA3 inhibition. HEK293 GAL4-SRC3 luciferase reporter, luminescence. inhibition, % at 3.6 µM. 360,000 compounds, 0.17% hits. AID 588352;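 active means inhibition above a per-campaign cutoff, the mean of all compounds plus 3 SD, cut at about 60% in these data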;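 further: 0% = DMSO-treated cells and 100% = gossypol-treated cells at 36 µM; higher means less SRC3-driven luciferase light from the GAL4 reporter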
MC4R ag barr = agonists of human melanocortin 4 receptor (MC4R) beta-arrestin; P32245; U2OS MC4R beta-arrestin complementation, luminescence; percent of melanotan II response, DMSO zero; activation, % at 8.9 µM; 360,000 compounds, 0.98% hits; AID 540308;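 active means activation above a per-plate cutoff, the mean activation of sample wells on that plate plus 3 SD, cut at about 8% in these data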
MC4R antag cAMP = human MC4R antagonism in cAMP assay | P32245 | MC4R-expressing cells, MTII-stimulated cAMP, LANCE TR-FRET | inhibition, % at 6.5 µM | 360,000 compounds, 0.48% hits | AID 540295;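 active means inhibition above its plate's cutoff, the mean of tested wells on that plate plus 3 SD, cut at about 29% in these data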;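 further: 0% = Melanotan II alone and 100% = Melanotan II plus saturating MCL0020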
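Material: U2OS-MC4R stable cell line | Reagent: Melanotan II challenge after compound preincubation | Doses: One concentration, 6.5 µM nominal | Incubation: 30-min compound preincubation, 1-h Melanotan II challenge, 1-h detection, room temperature | Signal: TR-FRET cAMP assay | Replicates: One well per compound, no replicates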
LMP1 NFkB inh = Epstein-Barr LMP1 NF-kappaB reporter inhibition; LMP1-induced NF-kappaB luciferase reporter cells, luminescence; inhibition, % at 12.5 µM; 350,000 compounds, 0.69% hits; AID 504558; in the data active means inhibition above about 41%;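 further: 0% = neutral control wells and 100% = reference inhibitor control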
SRC1 inh = human NCOA1 inhibition. HEK293 GAL4-SRC1 luciferase reporter, luminescence. inhibition, % at 3.6 µM. 360,000 compounds, 0.12% hits. AID 588354;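 active means inhibition above the campaign mean plus 3 SD, with each screening campaign given its own cutoff, cut at about 60% in these data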;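 further: 0% = DMSO treated cells and 100% = gossypol at 36 µM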
NR2F2 inh = NR2F2 (human) inhibition, primary screen; inhibition, % at 8.6 µM; AID 686940; 370,000 compounds, 0.7% hits; HEK293T NGFI-A luciferase reporter, luminescence; P24468;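 active means inhibition above a per-plate cutoff, mean inhibition of test wells between control levels plus 3 SD, cut at about 38% in these data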;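 further: cells cotransfected with COUP-TFII expression vector driving the NGFI-A reporter; 0% = median of COUP-TF2 test wells and 100% = reporter-only cells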
TLR9-MyD88 inh = TLR9-MyD88 interaction inhibition. Q9NR96+Q99836. CHO BLA complementation TLR9-MyD88, CCF4 FRET ratio. inhibition, % at 4.98 µM. 340,000 compounds, 0.21% hits. AID 504734;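 active means inhibition above the mean over all tested compounds plus 3 SD, cut at about 21% in these data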;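 further: 0% = DMSO only wells and 100% = clavulanate BLA inhibitor control wells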
Numbers without * were called inactive; . = no result given. Some of the compounds tested, so the mix of outcomes need not match the whole.

ABHD5 PLIN5 PPI,LRH-1 inv ag,NCOA2 inhibitor,NOD2 RIPK2 PPI,NCOA3 inh,MC4R ag barr,MC4R antag cAMP,LMP1 NFkB inh,SRC1 inh,NR2F2 inh,TLR9-MyD88 inh,Molecule
0,11,-11,5,21,-2.8,1,10,12,-9,2,O=c1c2cnn(-c3ccccc3)c2nc(-c2cccs2)n1-c1cccc(Cl)c1
-4,24,-27,-2,14,-1.0,1,-4,15,-5,11,CCCNC(=O)NC(C(=O)OC)C12CC3CC(CC(C3)C1)C2 (stereo not given)
6,-15,2,11,19,-1.1,0,2,0,5,-2,CSc1ccccc1C(=O)NCC(c1ccco1)N(C)C (stereo not given)
-1,2,20,-12,7,-2.8,-4,3,-4,-18,2,CCC(C)N(C(=O)Cn1c(Cl)nc2c1c(=O)n(C)c(=O)n2C)C1CCS(=O)(=O)C1 (stereo not given)
2,-102,-87,-7,-52,1.4,-1,-16,-86,-15,0,O=C(Nc1ccc(-c2cnco2)cc1)c1ccccc1
-6,-14,-6,3,3,5.3,-1,13,-7,19,-6,O=C(CCc1nnc(-c2ccccc2)o1)c1ccc(Cl)cc1
8,-11,12,-10,-4,1.5,11,-1,-35,-9,11,N#Cc1cc(C#N)c(SCC(=O)NCC2CCCO2)nc1N (stereo not given)
-2,-88,-62,-10,-64,0.3,4,-15,-118,-30,-9,Cc1ccc(C)c(NC(=S)NNC(=O)c2sccc2C)c1
-1,-2,-22,15,-3,0.7,2,3,11,5,8,COc1ccc(C)cc1NC(=O)NCCC1=CCCCC1
-7,-4,7,-12,5,-3.0,3,-2,-7,-1,-2,COc1ccc(CNC(=O)CN(c2ccc(OC)cc2)S(=O)(=O)c2c(C)[nH]c(=O)[nH]c2=O)cc1
3,3,-13,-3,19,-2.7,-5,1,7,-5,-1,CCC(C)(C)NC(=O)CN(C(=O)c1csnn1)c1cccc2c1CCCC2
0,7,10,8,16,1.0,16,3,14,6,1,CCCOc1ccccc1N/C(=N/c1nc(C)cc(C)n1)NC(=O)Nc1ccc(Cl)cc1
4,-3,18,6,2,-1.5,8,5,-11,2,-5,Cc1cccc(N(C(=O)CNC(=O)c2ccco2)C(C(=O)NC2CCCC2)c2ccncc2)c1 (stereo not given)
10,-11,6,0,-10,0.1,8,4,0,-9,-2,COC(=O)c1ccccc1NC(=O)C1CCN(C(=O)N2CCOc3ccccc32)CC1
8,-83,-46,-5,-62,0.7,-1,-46,-66,-19,-1,O=C(Nc1ccc(Br)cc1)c1ccco1
1,-23,7,-13,-6,0.8,4,11,-7,-12,-4,COc1cc(NS(=O)(=O)N2CCCC2)cc(OC)c1OC
0,-3,3,-6,-6,1.9,1,-2,-9,-5,7,CC(C)(C)NC(=O)c1ccc(NC(=O)C2COc3ccccc3O2)cc1 (stereo not given)
-8,19,20,-9,-23,-0.3,1,-6,-16,0,1,N#CCCN(C(=S)NC(=O)C1CCCCC1)c1ccccc1F
-5,-1,-2,-4,11,-0.7,18,-19,7,0,-3,Cc1c(C(=O)OC(C)C)sc(NC(=O)C2CCCO2)c1C(=O)OC(C)C (stereo not given)
-9,3,-14,3,-11,-0.4,-4,-4,-24,-17,-1,O=C(OC(C(=O)NCc1ccccc1)c1ccccc1F)c1ccco1 (stereo not given)
6,4,-6,-1,-8,0.8,2,0,-9,-2,-39,CCC(=O)c1c(NC(C)C)cc(C)oc1=O
0,-5,17,-8,13,-0.8,-3,-3,5,15,1,CC(Sc1nc2scc(-c3ccccc3)c2c(=O)[nH]1)C(=O)NC(N)=O (stereo not given)
-18,59,14,1,34,-0.6,7,20,18,77*,3,CC1=[N+](C)c2c(ccc3cccnc23)C1(C)C
7,-4,6,-4,-1,2.1,-1,4,-2,0,2,COC(=O)c1ccc(CN2CCC(CO)(Cc3ccc(OC)cc3)CC2)cc1
9,-4,-8,-2,-19,-2.5,10,3,-2,-1,11,CCS(=O)(=O)N1N=C(c2ccc(NS(C)(=O)=O)cc2)CC1c1ccccc1 (stereo not given)

ABHD5 PLIN5 PPI,LRH-1 inv ag,NCOA2 inhibitor,NOD2 RIPK2 PPI,NCOA3 inh,MC4R ag barr,MC4R antag cAMP,LMP1 NFkB inh,SRC1 inh,NR2F2 inh,TLR9-MyD88 inh,Molecule
4,-2,-35,1,-9,0.6,1,-10,-3,-2,-2,CCNc1nc(Oc2ccccc2)nc(OC(C)C(=O)OCC)n1 (stereo not given)
1,2,-37,-1,-29,-0.3,5,-7,-6,-4,13,Cc1noc(C)c1CSCC(=O)Nc1ccc(S(C)(=O)=O)cc1
-11,0,-11,4,3,-0.7,-9,4,-20,-3,2,Cc1ccc(NC(=S)Nc2ccc(OC(F)F)c(Cl)c2)cc1F
7,-48,-56,-4,-61,-0.7,10,-20,-45,-65,-29,CC(=O)Nc1sc(C)c(C)c1C(=O)OCCOc1ccccc1
-2,-4,15,9,-4,0.4,4,-4,-4,18,6,COc1cccc(COC(=O)c2nn(-c3ccccc3)nc2N)c1
7,12,-10,3,-9,-1.6,-5,4,1,8,4,O=C(CCCN1C(=O)/C(=C/c2ccc(F)cc2)SC1=S)Nc1ccc(C(=O)O)cc1
6,13,12,4,13,0.5,2,-1,-6,9,6,Cc1nn(C)c(C)c1NC(=O)Nc1ccc(Cl)c(Cl)c1
2,2,-21,-10,-5,-1.0,4,1,-27,-5,-3,Cc1cccc(C(=O)NCCCNC(=O)c2cccc(C)c2)c1
-7,6,14,-8,-5,10*,7,-6,-39,-1,-1,Cc1ccc(Cl)cc1N1CCN(S(=O)(=O)c2ccc3[nH]c(=O)ccc3c2)CC1
-18,-16,-3,-6,-10,-0.7,-4,8,0,-3,2,O=C1Nc2ccccc2C1=NN1CCCCCC1
0,11,3,-4,-17,8.6*,-4,5,-19,-2,-13,Cc1ccc(OCC(=O)NN=C2c3ccccc3-c3ccccc32)cc1
22*,0,-43,-3,-35,-0.5,-1,-4,-23,-29,8,O=C(/C=C/c1ccc2c(c1)OCO2)c1ccc(F)cc1
-1,14,6,-6,12,-1.4,-1,-5,10,14,0,CC(C)(C)c1ccc(OCCCC(=O)Nc2ccc(S(N)(=O)=O)cc2)cc1
5,0,-1,-14,2,-2.3,10,.,-9,15,.,CCOC(=O)C1(C)CCCN1C(=O)c1cccc2ccccc12 (stereo not given)
-10,1,2,-8,-12,-2.1,-9,3,3,18,4,CCN(CC(=O)Nc1cc(Cl)ccc1C)C(=O)Cc1ccsc1
1,3,2,-5,5,1.6,3,-2,0,7,.,Cc1cc(C)c(-n2nnnc2SCC(=O)c2cc3ccccc3o2)c(C)c1
3,-10,1,4,2,-2.5,12,-15,-8,-8,2,COC(c1ccccc1)c1nnc(CCC(=O)NCc2ccc3ncccc3c2)o1 (stereo not given)
4,9,-25,-1,3,0.6,13,2,-13,-22,-8,CN1CCN(c2ccc(Cl)cc2NC(=O)c2cccc(S(=O)(=O)N(C)C)c2)CC1
3,4,17,4,8,-3.6,-3,-8,-19,-7,2,CC(C)(C)c1ccc(NC(=O)CN2C(=O)NC(C)(C3CC3)C2=O)cc1 (stereo not given)
3,12,8,1,5,-0.1,3,6,-41,-8,-1,Cc1cc(C)c(N)cc1C
-1,-16,10,3,-5,0.0,4,-6,-1,11,7,CCN(CC)C(=O)C1=C(C)N(Cc2ccc(OC)cc2)C(=O)C(CC(=O)NCc2ccco2)C1 (stereo not given)
-1,-3,-14,-16,-14,-1.5,6,-1,-14,5,11,COCC(=O)N1CCC(Oc2ccc(C(=O)NCc3cnc(C)cn3)cc2)CC1
4,10,-29,-6,-3,0.5,-5,2,-2,3,5,CCOc1ccccc1C(=O)NCCCN1CCN(CCCNC(=O)c2ccccc2OCC)CC1
-11,-1,-12,-2,-26,1.8,6,.,-14,8,.,CC1(C(=O)NS(=O)(=O)c2ccccc2)CCN1C(=O)Cc1ccc(Cl)cc1Cl (stereo not given)
-1,22,2,4,11,0.6,6,2,-3,-19,11,O=S(=O)(c1ccc(Oc2ccc(S(=O)(=O)N3CCOCC3)cc2)cc1)N1CCOCC1

Next section, overlapping the part above by 2 compounds.
ABHD5 PLIN5 PPI,LRH-1 inv ag,NCOA2 inhibitor,NOD2 RIPK2 PPI,NCOA3 inh,MC4R ag barr,MC4R antag cAMP,LMP1 NFkB inh,SRC1 inh,NR2F2 inh,TLR9-MyD88 inh,Molecule
-11,-1,-12,-2,-26,1.8,6,.,-14,8,.,CC1(C(=O)NS(=O)(=O)c2ccccc2)CCN1C(=O)Cc1ccc(Cl)cc1Cl (stereo not given)
-1,22,2,4,11,0.6,6,2,-3,-19,11,O=S(=O)(c1ccc(Oc2ccc(S(=O)(=O)N3CCOCC3)cc2)cc1)N1CCOCC1
-26,-68,-24,0,-32,-1.1,-6,-16,-85,-25,-5,Cc1cccc(NC(=S)NNC(=S)NCc2ccccc2)c1
-3,10,17,5,8,-2.2,9,-7,-65,-1,0,CN(C)CCCNC(=O)C(=O)NCC1OCCN1S(=O)(=O)c1cc(F)ccc1F (stereo not given)
-4,-17,5,-67,-12,0.0,6,-1,-5,-2,-3,COCCCNC(=O)C1CCCN(S(=O)(=O)c2ccc(C)cc2)C1 (stereo not given)
2,7,-9,-12,3,1.3,-11,2,15,5,-2,COC(=O)c1sc(S(=O)(=O)Nc2ccc(C)c(C)c2)c(C(=O)OC)c1C
1,25,-15,-2,-12,1.1,0,-8,2,-9,4,Cc1ccc(C(=O)N/C(=C\c2sccc2C)C(=O)NCCCN2CCOCC2)cc1
-2,10,6,-2,24,-2.7,2,9,-4,6,-5,CCCCCCn1c(SCC(=O)c2c(N)n(C)c(=O)n(C)c2=O)nc2ccccc21
3,4,-1,3,6,0.3,1,1,-1,7,-7,Cc1nc(CN2CCN(S(=O)(=O)c3c(Cl)cc(Br)cc3Cl)CC2)cs1
-10,16,2,0,.,.,.,.,.,8,.,CCCc1c(-c2ccc(F)cc2)ncn1Cc1ccccc1OC
0,7,12,-1,12,0.5,6,-2,4,2,-6,CCN(CC)CCCNC(CC(=O)Nc1cccc([N+](=O)[O-])c1)C(=O)O (stereo not given)
3,-9,-20,7,8,-0.9,-4,-12,13,-5,-3,COc1ccc(C(=O)OC(C)C(=O)NCC2CCCCC2)cc1S(=O)(=O)N1CCOCC1 (stereo not given)
2,48,-8,-14,9,-0.3,14,-5,4,3,2,O=C(NCc1ccco1)c1nn(-c2ccccc2)c(=O)c2ccccc12
6,-7,-8,1,7,-2.1,11,-3,-1,-7,-3,COC(=O)[C@H](Cc1ccc(O)cc1)NC(=O)Cn1cnc2c(NCc3ccccc3)ncnc21
-5,0,3,-1,1,-2.9,5,1,6,-24,-19,O=C(NS(=O)(=O)c1ccccc1[N+](=O)[O-])c1ccccc1
6,-12,-15,-13,-8,-0.3,7,3,8,-10,2,CCc1ccc([C@@H]2CC=C(C(=O)O)[C@H](c3ccc(C)cc3)N2S(=O)(=O)c2ccc(C)cc2)cc1
2,15,20,-2,12,-1.1,25,-1,-32,0,-6,CN1C(=O)COc2ccc(C(=O)c3ccccc3C(=O)O)cc21
